G9a inh = qHTS Assay for Inhibitors of Histone Lysine Methyltransferase G9a; Histone-lysine N-methyltransferase EHMT2 (Homo sapiens), Q96KQ7; G9a H3K9 monomethylation, AlphaScreen, 2 h; Potency, µM (doses to about 102 µM), for the others: top-dose activity, negative = inhibition, most hits filed as inhibitors; hit rate 8.8% among 350,000; note: potency is the fitted concentration of half-maximal effect; % is set by controls: 0 for no effect and ±100 for the full control effect; nearly all actives have a fitted effect of over 75% in size
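Methyltransferase reactions run at room temperature for 2 h (20 nM enzyme, 500 nM biotin-H3K9 peptide, 20 uM SAM) after a 15 min compound preincubation; product detected by AlphaScreen beads and anti-H3K9me1 antibody.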
ERG-DNA inh = qHTS for Small Molecule Inhibitors of the ERG Ets/DNA interaction | Transcriptional regulator ERG (Homo sapiens), P11308 | fluorescence polarization, His-ERG Ets domain / labelled DNA | Potency, µM (doses to about 76.9 µM), inactives show at the highest dose FP activity, negative = inhibition, most hits filed as inhibitors | hit rate 0.028% among 370,000 | AID 624246, 2012; active = well fitted inhibition curve with a large enough effect in the polarisation, with a control signal flat; inconclusive = small, poorly fitted or top-dose-only effect, or effect the other way, or a change in a side signal; inactive = no such curve, though single readings can be large or run the other way; the % refers to the polarisation;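 note: polarization taken with two DNA probes labelled with fluorescein and Texas red; potency is the fitted concentration of half-maximal effect; % of control where 0% means no effect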
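His-tagged ERG Ets domain (1 uM in the protein solution; 300mM KCl, 50mM Tris-HCl, 1mM EDTA, 1mM DTT, pH 7.5) received compound, then a probe mix of 5 nM fluorescein-DNA and 100nM Texas-615-DNA. Fluorescence polarization was read for both dyes.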
PI4K2A block = qHTS for small molecular inhibitors of PI4K2A; Phosphatidylinositol 4-kinase type 2-alpha (Homo sapiens), Q9BTU6; purified PI4K2A, ADP-Glo luminescence, 1 h; stronger effect = lower value; activity change, negative = inhibition, % at 76.9 µM; hit rate 0.13% among 420,000; AID 1346378, 2018; in the data active = activity change below about -50%; inconclusive = mostly about -30% to -49%;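 note: -100% = wells without enzyme as full effect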
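In this quantitative HTS, ADP production by PI4K2A was quantified luminescently after 1 h at ambient temperature; 100 microM adenosine served as plate-quality control.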
RGS4 inhibitor = Inhibitors of Regulator of G Protein Signaling (RGS) 4: qHTS; Regulator of G-protein signaling 4 (Homo sapiens), P49798; Potency, µM (series often up to 114 µM), for the others: top-dose activity change, negative = inhibition, usual class: inhibitors; Transcreener GDP fluorescence polarization, RGS4-accelerated GTP hydrolysis; hit rate 0.039% among 390,000; note: potency is the fitted concentration of half-maximal effect; % is set by controls: 0 for no effect and ±100 for the full control effect; nearly all actives have a fitted effect of over 75% in size; some results filed as inactive show a strong effect at the top dose
Target sequence (P49798 whole entry, looked up): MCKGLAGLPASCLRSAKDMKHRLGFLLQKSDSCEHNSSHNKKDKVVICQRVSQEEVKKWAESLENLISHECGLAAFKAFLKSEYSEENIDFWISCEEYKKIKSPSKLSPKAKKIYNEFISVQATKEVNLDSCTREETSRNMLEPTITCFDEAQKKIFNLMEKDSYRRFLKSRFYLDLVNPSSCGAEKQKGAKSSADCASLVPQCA
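MLSMR compounds (23 nl, pin-transferred) preincubated 10 min at room temperature with a 500nM (2x) first reagent, then RGS4 at 900nM (2x) plus Transcreener GDP mix added; fluorescence polarization (620/688 nm) read before and after 90 min at 30 °C.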
BAZ2B block = qHTS Assay for Inhibitors of BAZ2B; Potency, µM (highest dose often 114 µM), for the others: at the top dose activity change, negative = inhibition, usual class: inhibitors; hit rate 4.4% among 360,000; AlphaScreen BAZ2B-H3K14Ac peptide displacement; Bromodomain adjacent to zinc finger domain protein 2B (Homo sapiens), Q9UIF8; note: potency is the fitted concentration of half-maximal effect; % is set by controls: 0 for no effect and ±100 for the full control effect; nearly all actives have a fitted effect of over 60% in size
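Protein-peptide AlphaScreen: BAZ2B 50 nM, b-H3K14Ac 50 nM, 1x PBS pH 7.4 + 0.01% Tween-20. Preincubation 30 min RT; cpd 30 min RT (top 110 uM); beads 20 min RT, light-protected.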
GLS inh = qHTS for Inhibitors of Glutaminase (GLS). Glutaminase kidney isoform, mitochondrial (Homo sapiens), O94925. GLS enzymatic activity, qHTS titration. Potency, µM (top dose mostly 45.5 µM), without a hit: top-dose activity change, negative = inhibition, hits mostly inhibitors. hit rate 0.21% among 410,000; note: potency is the fitted concentration of half-maximal effect; % is set by controls: 0 for no effect and ±100 for the full control effect
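Read-out is an Amplex red fluorescence increase coupled through glutamate oxidase and HRP, measured before and after 30 min room-temperature incubation. hKGA is in 45 mM KH2PO4 (pH 8.2) with 0.02% Tween-20; glutamine added as 1mM solution.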
12-LOX inh = Primary qHTS assay for inhibitors of human arachidonate 12S-lipoxygenase (ALOX12): Round 2; Polyunsaturated fatty acid lipoxygenase ALOX12 (Homo sapiens), P18054; Potency, µM (top dose mostly 108 µM), without a hit: top-dose activity change, negative = inhibition, hits mostly inhibitors; purified 12hLO, xylenol orange hydroperoxide absorbance; hit rate 1.1% among 580,000; note: potency is the fitted concentration of half-maximal effect; % is set by controls: 0 for no effect and ±100 for the full control effect
Target sequence (P18054 whole entry, looked up): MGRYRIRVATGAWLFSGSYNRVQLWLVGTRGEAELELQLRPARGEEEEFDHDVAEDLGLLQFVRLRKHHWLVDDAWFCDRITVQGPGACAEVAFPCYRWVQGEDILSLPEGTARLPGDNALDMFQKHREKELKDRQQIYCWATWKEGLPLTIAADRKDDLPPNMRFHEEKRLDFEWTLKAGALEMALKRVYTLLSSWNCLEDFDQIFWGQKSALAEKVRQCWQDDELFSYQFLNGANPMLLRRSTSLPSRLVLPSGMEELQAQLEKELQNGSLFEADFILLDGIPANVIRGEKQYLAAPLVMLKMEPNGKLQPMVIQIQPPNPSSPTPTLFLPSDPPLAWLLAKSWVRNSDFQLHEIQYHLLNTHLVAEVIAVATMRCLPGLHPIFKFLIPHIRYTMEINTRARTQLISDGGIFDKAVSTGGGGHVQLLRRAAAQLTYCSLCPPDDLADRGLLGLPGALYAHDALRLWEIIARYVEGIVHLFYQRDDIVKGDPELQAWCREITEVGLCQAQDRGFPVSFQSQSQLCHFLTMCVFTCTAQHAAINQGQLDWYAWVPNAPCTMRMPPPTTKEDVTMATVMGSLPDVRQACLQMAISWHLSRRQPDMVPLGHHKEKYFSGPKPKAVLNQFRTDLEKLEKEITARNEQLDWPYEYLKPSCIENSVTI
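Purified human 12hLO at 150 nM in 25 mM Hepes, 0.01% Triton X-100, pH 7.0, preincubated 15 min at room temperature with compound. Reaction started with 40 uM arachidonic acid, 30 min at room temperature. Hydroperoxide measured by Fe-xylenol orange, 573/405 nm absorbance ratio.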
HP1b binding inh = HTS for Inhibitors of HP1-beta Chromodomain Interactions with Methylated Histone Tails. Chromobox protein homolog 1 (Homo sapiens), P83916. AlphaScreen HP1-beta / biotin-H3K9me3 peptide binding. Potency, µM (titrated, usually from 114 µM), without a hit: at the highest dose activity change, negative = inhibition, usual class: inhibitors. hit rate 0.56% among 390,000. AID 540317, 2011; note: potency is the fitted concentration of half-maximal effect; nearly all actives have a fitted effect of over 70% in size; inactives centre near 23
Target sequence (P83916 whole entry, looked up): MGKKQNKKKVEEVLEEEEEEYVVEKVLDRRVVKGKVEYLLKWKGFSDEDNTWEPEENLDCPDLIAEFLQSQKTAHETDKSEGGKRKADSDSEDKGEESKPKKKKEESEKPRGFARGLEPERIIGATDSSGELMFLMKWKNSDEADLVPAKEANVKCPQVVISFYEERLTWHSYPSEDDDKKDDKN
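Compound inhibition of the preformed complex between 50 nM HP1-beta and 50 nM biotinylated H3K9me3 peptide was read by AlphaScreen. Buffer was PBS pH 7.4 with 0.01% Tween-20. Incubations ran 30 min at room temperature, with 10 ug/mL donor/acceptor beads.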
JMJD2A Tudor inh = qHTS Assay for Inhibitors of JMJD2A-Tudor Domain | hit rate 4.4% among 390,000 | AlphaScreen JMJD2A-Tudor / H3K4me3 peptide binding | Potency, µM (highest dose often 114 µM), without a hit: at the highest dose activity change, negative = inhibition, actives largely listed as inhibitors; note: potency is the fitted concentration of half-maximal effect; % is set by controls: 0 for no effect and ±100 for the full control effect; nearly all actives have a fitted effect of over 50% in size
* marks the source's active call; other numbers are inactive results; ? = inconclusive; nt = no result given; & = joins results of further samples; [ ] = remark or other dose. Unless noted, calls come from the whole dose curve; as a rule, active = well fitted curve in the direction sought with a large enough effect; inconclusive = small, poorly fitted or top-dose-only effect, or another doubt; inactive = no such curve, though single readings can be large; an effect the other way counts as inactive or inconclusive. A portion of the library; the hit share may differ from the screen's.

Value order – PI4K2A block, ERG-DNA inh, RGS4 inhibitor, 12-LOX inh, JMJD2A Tudor inh, HP1b binding inh, BAZ2B block, GLS inh, G9a inh
Cc1cc(NC(=O)C2CC=CCC2C(=O)O)ccc1NC(=O)c1ccccc1 (stereo unspecified)
 : 0, 12%, -3%, -8%, -8%, 19%, -10%, 2%, nt
Cc1cc(Nc2ccc(C)c(C)c2)n2cnnc2n1
 : -4, 1%, 29%, -20%, -9%, 37%, 4%, 1%, 0%[59 µM]
Cc1ccc(S(=O)(=O)CCC(=O)Nc2ccccc2Br)cc1
 : -3, 0%, 6%, 8%, -7%, 29%, 0%, 5%, 0%[2.33 µM]
COc1ccc(C2CC(c3ccccc3)=NN2C(=O)COC(=O)c2cccc(O)c2)cc1 (stereo unspecified)
 : 1, 8%, 10%, -11%, -22%, ?, nt, -14%, nt
C=CCn1c(P(C)(=O)O)nc2ccccc21
 : 1&-3, 16%&-2%, 38%&-15%, -20%&-11%, -14%&-5%, 13%&14%, -7%&-2%, 1%&1%, 17%&23%[59 µM]
CC(=O)N1CC(C(=O)Nc2ccc3c(c2)OCO3)Oc2ccccc21 (stereo unspecified)
 : -4, -5%, -8%, -4%, ?, ?, nt, 8%, nt
COc1ccc2nc3cc([N+](=O)[O-])ccc3c(NNc3ccc([N+](=O)[O-])cc3)c2c1
 : -6, nt, -23%, -17%, ?, -17%, nt, 2%, nt
COc1ccc(CC(=O)NCC2CCCCC2)cc1OC
 : 0, 3%, 22%, 200%[activator], -11%, 13%, -16%, -5%, -31%[12.7 µM]
OC(COc1ccccc1CNCc1cccnc1)CN1CCc2ccccc2C1 (stereo unspecified)
 : -2, -5%, -10%, 19%, -29%, 6%, -1%, 6%, nt
COc1ccc(CNc2nc3c(c(=O)[nH]c(=O)n3C)n2CCCc2ccccc2)cc1
 : -13, 5%, -10%, 358%[activator], -18%, 28%, 1%, -1%, -3%[59 µM]
CCc1ccc(NC(=O)CN2C(=O)C(=O)c3ccccc32)cc1
 : 8, -25%, -10%, -12%, -16%, 15%, -11%, -3%, 8%[59 µM]
CCOC(=O)C1CCCN(C(=O)COc2ccc(S(=O)(=O)N(CC)c3ccccc3)cc2)C1 (stereo unspecified)
 : 1, -17%, -11%, 0%, 1%, 41%[activator], -17%, -5%, 5%
Cn1c(N)c(C(=O)COC(=O)Cc2ccccc2F)c(=O)n(C)c1=O
 : 2, -10%, 7%, ?, -2%, 9%[57 µM], nt, -15%, nt
Cc1ccc(-n2c3nc(=O)[nH]c(=O)c-3cc3c(Cl)cccc32)cc1
 : -6, -4%, -3%, 0%, -12%, 34%, -1%, 12%, 0%[59 µM]
CCOC(=O)Cn1cnc(-c2ccc([N+](=O)[O-])cc2)c1
 : 0, -2%, 13%, -3%, -11%, 19%, 2%, -7%, 12%[59 µM]
O=C(O)CCSc1nnc(-c2ccccc2)n1-c1ccccc1
 : -1, -1%, -17%, ?, ?, 10%, 8%, -3%, 22%[59 µM]
CCCCNC(=O)CN1C(=O)NC2NC(=O)NC21 (stereo unspecified)
 : -6, -6%, 9%, 8%, -9%, 7%, -3%, 2%, -16%
Cc1ccc(NC(=O)Cn2c(-c3ccc4c(c3)OCO4)cn(-c3ccccc3)c2=O)cc1
 : 0, 3%, 10%, ?, ?, ?, ?, -2%, ?
O=C(/C=C/c1cccc([N+](=O)[O-])c1)Nn1c(-c2ccccc2F)nc2ccccc2c1=O
 : 1, -1%, -18%, -16%, -19%, 6%, ?, 11%, -9%[59 µM]
CCC[N+](C)(C)C(C)C(OC(C)=O)c1ccccc1 (stereo unspecified)
 : 3, 4%, -1%, 0%, -8%, 10%, -20%, 8%, ?
c1ccc(Oc2cccc(OCCCCN3CCCC3)c2)cc1
 : 2, -2%, 15%[11.4 µM], ?, 35µM*, -28%, 56µM*, 6%, ?
Cc1cccc(OCCCC(=O)NC(C)c2ccccc2)c1 (stereo unspecified)
 : -1, -5%, -7%[11.4 µM], 70%, -6%[57.1 µM], 77%[activator], 0%, 0%, 6%[12.7 µM]
O=C(OCCN1CCCCC1)C1(c2ccccc2)CCCC1
 : -1, 6%, 15%, -20%, -11%, 2%, 3%, 2%, 15%[0.501 µM]
O=C(NCC1CCCO1)c1cccc(S(=O)(=O)NCc2ccccc2)c1 (stereo unspecified)
 : 1, -6%, 2%, -2%, -18%, 34%, 7%, -4%, ?
O=C(NCc1ccccc1)c1ccc2c(c1)nc1n2CCOC1
 : 0, 1%, -34%, -19%, 2%, 28%[57 µM], 3%, 1%, -7%[59 µM]
COc1ccc(C(C(=O)NCc2ccccc2)N(Cc2cccnc2)C(=O)c2snc(C(N)=O)c2N)cc1OC (stereo unspecified)
 : -4, -2%, 6%, 17%, -11%, 33%, -8%, 2%, -4%
O=[n+]1cc(-c2ccc(Cl)cc2)n([O-])c2c1CCCCC2
 : -6, 2%, -33%, 6%, -16%, 1%, 0%, -1%, -43%[59 µM]
COC(=O)/C(C#N)=C/c1c(Oc2cc(C)cc(C)c2)nc2ccccn2c1=O
 : 3, 10%, 29%, 0%, -18%, 16%, -12%, 30%, 11%
O=C(N/N=C/c1cccs1)c1ccccn1
 : -3, -12%, 2%, 23%, -14%, 16%, ?, 8%, 6.3µM*
CC(=O)Nc1ccc(S(=O)(=O)N(C)CC(=O)OCC(=O)c2cc(C)n(-c3ccc4c(c3)OCO4)c2C)cc1
 : 0, -9%, 5%, 1%, -33%, -4%, -37%, -1%, ?

Three entries out of the list, sorted by SMILES length, ascending.
Value order – PI4K2A block, ERG-DNA inh, RGS4 inhibitor, 12-LOX inh, JMJD2A Tudor inh, HP1b binding inh, BAZ2B block, GLS inh, G9a inh
Cc1cccc(OCCCC(=O)NC(C)c2ccccc2)c1 (stereo unspecified)
 : -1, -5%, -7%[11.4 µM], 70%, -6%[57.1 µM], 77%[activator], 0%, 0%, 6%[12.7 µM]
OC(COc1ccccc1CNCc1cccnc1)CN1CCc2ccccc2C1 (stereo unspecified)
 : -2, -5%, -10%, 19%, -29%, 6%, -1%, 6%, nt
CC(=O)N1CC(C(=O)Nc2ccc3c(c2)OCO3)Oc2ccccc21 (stereo unspecified)
 : -4, -5%, -8%, -4%, ?, ?, nt, 8%, nt

Next results
Value order – PI4K2A block, ERG-DNA inh, RGS4 inhibitor, 12-LOX inh, JMJD2A Tudor inh, HP1b binding inh, BAZ2B block, GLS inh, G9a inh
Cc1sc2nc(SCC(=O)Nc3ccc(S(=O)(=O)NCCCC(=O)O)cc3)[nH]c(=O)c2c1C
 : -8, -4%, 8%, -27%, -4%, 23%, 2%, -2%, -34%
Cc1ccc(NC(=O)CCN2C(=O)c3ccccc3S2(=O)=O)cc1C
 : -2, 3%, -19%, -9%&117%, -8%, 31%, -1%, 3%, 23%[2.33 µM]
Fc1ccccc1/C=N/Nc1cc(N2CCCCC2)ncn1
 : 1, -13%, 21%, 11%, -10%, 34%, nt, 10%, nt
O=C(O)c1cccc(NC(=O)c2ccc(N3C(=O)c4ccc(C(=O)Nc5cccc(C(=O)O)c5)cc4C3=O)cc2)c1
 : -3, 5%, 11%, -16%, -15%, 30%, -12%, 6%, 1%
O=S(=O)(Nc1cccc(S(=O)(=O)N2CCOCC2)c1)c1ccc(Cl)s1
 : -4, 20%, 18%, -11%, -13%, 42%[activator], -20%, 11%, -5%
CCOC(=O)C1CCN(C(=O)CSc2nnc(-c3ccco3)n2-c2ccccc2)CC1
 : 0, -1%, -36%, 13%, -16%, 27%, -5%, 4%, 45µM*
CCOC(=O)C1=C(CSc2nc3c(cc2C#N)CN(C)CC3)OC(N)=C(C#N)C1c1ccc(F)cc1 (stereo unspecified)
 : ?, 0%, ?, ?, ?, -7%, ?, -16%, 40µM*
Cc1cc(C)c(S(=O)(=O)NCc2csc(C)n2)c(C)c1
 : -6, -4%, 34%, 0%, -13%, 19%, 3%, -4%, 34%
CSC1=NC2(CC(c3ccccc3)Oc3cc(O)ccc32)CC(C)(C)N1 (stereo unspecified)
 : -8, -5%, -16%, -28%, -11%, 16%, 8%, 18%, -23%[59 µM]
CC(=O)c1cn(CC(=O)Nc2ccccc2C(F)(F)F)c2ccccc12
 : -6, 1%, -8%, -7%, -9%, 8%, 1%, -5%, 10%

Single records, as listed above. Screens in order: PI4K2A block	ERG-DNA inh	RGS4 inhibitor	12-LOX inh	JMJD2A Tudor inh	HP1b binding inh	BAZ2B block	GLS inh	G9a inh
`Cc1cc(C)c(S(=O)(=O)NCc2csc(C)n2)c(C)c1` in the list: -6	-4%	34%	0%	-13%	19%	3%	-4%	34%
`O=S(=O)(Nc1cccc(S(=O)(=O)N2CCOCC2)c1)c1ccc(Cl)s1` in the list: -4	20%	18%	-11%	-13%	42%[activator]	-20%	11%	-5%
